High-throughput results (PubChem)
TRPML3 agonist = human TRPML3 channel agonists, primary screen, cell-based, HEK293 TRPML3-YFP, Fluo-8 calcium fluorescence, 3 µM; Mucolipin-3 (Homo sapiens), Q8TDD5; 100% = the carbachol control signal; activation, % at 3 µM; 220,000 compounds, 0.29% hits; AID 1448, 2008;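 active = activation above its plate's cutoff, the mean activation of the plate's test wells plus 3 SD, cut at about 12% in these data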;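 also: 0% = DMSO only wells and 100% = carbachol wells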
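Test system: HEK293 cells stably carrying human TRPML3-YFP; Doses: single dose, 3 µM final nominal compound, 0.3% DMSO final; Schedule: dye loading 1 h 37 °C then 30 min ambient, 125 s read; Technique: Fluo-8 calcium fluorescence; Benchmarks: high control carbachol 87 µM, low control DMSO.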
Runt-SMMHC FRET = inhibitors of RUNX1 Runt–CBFb-SMMHC binding, primary screen, biochemical, FRET, Cerulean-Runt, Venus-CBFb-SMMHC, uHTS; Cerulean-Runt/Venus-CBFb-SMMHC FRET ratio 530/480, 1 h; inhibition, % at 20 µM; 220,000 compounds, 0.74% hits; AID 1434, 2008;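 active = mean inhibition across duplicate retests at 20 µM reaching about 50%, limit read from the data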;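 also: 0% = DMSO wells and 100% = wells with excess untagged CBFb-SMMHC; inhibitors lower the FRET ratio by blocking Runt binding to CBFb-SMMHC; some results filed as inactive read as strong as hits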
Target sequence (Q01196 whole entry, looked up): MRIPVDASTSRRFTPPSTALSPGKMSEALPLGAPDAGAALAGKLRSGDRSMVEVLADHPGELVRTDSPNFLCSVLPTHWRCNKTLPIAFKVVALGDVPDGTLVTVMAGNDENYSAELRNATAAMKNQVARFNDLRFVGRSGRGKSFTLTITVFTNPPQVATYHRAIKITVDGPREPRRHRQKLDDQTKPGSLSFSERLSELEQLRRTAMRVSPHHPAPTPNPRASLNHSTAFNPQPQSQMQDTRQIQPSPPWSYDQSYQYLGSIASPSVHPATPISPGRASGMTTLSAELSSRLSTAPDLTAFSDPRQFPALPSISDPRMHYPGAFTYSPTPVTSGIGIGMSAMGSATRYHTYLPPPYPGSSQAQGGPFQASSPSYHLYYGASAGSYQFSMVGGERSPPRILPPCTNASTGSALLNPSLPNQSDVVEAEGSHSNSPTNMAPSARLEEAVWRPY
Target sequence (Q13951 whole entry, looked up): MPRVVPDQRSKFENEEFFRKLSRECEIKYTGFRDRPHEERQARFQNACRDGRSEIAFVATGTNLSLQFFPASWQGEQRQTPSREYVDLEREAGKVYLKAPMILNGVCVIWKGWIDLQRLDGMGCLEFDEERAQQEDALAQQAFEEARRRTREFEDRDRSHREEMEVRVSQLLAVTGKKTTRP
zfTRPN1 agonist = zebrafish TRPN1 channel agonists, primary screen, cell-based, HEK293, calcium fluorescence; transient receptor potential cation channel N1 (TRPN1/NompC), Danio rerio; HEK293 zebrafish TRPN1-YFP, Fluo-8 calcium fluorescence; 100% = response to 87 µM carbachol; activation, % at 3 µM; 220,000 compounds, 0.18% hits;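 active = activation above its plate's cutoff, the mean activation of test wells on that plate plus 3 SD, cut at about 19% in these data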;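 also: 0% = DMSO alone and 100% = 87 µM carbachol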
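Material – zebrafish TRPN1-YFP in HEK293 cells · Doses – 3 µM single point · Schedule – dye 1 h 37 °C plus 30 min RT · Signal – Fluo-8 calcium fluorescence, excitation 470-495 nm, emission 515-575 nm · Read-out – % activation versus carbachol response · Control set – carbachol high, DMSO low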
Mdm2 ligase inh = MDM2-luciferase reporter signal enhancers, primary screen, MDM2 E3 ligase inhibitor project, cell-based, luminescence, 1536-well; 210,000 compounds, 0.11% hits; cell-based MDM2 ubiquitination luciferase reporter, 2 h; 0 = plate control, 100 = twice control, blank-subtracted; signal enhancement, % at 5 µM;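 active = signal enhancement of 30% or more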;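 also: luminescence tracks abundance of the self-degrading MDM2-luciferase fusion protein; higher signal means inhibition of MDM2 E3 ligase activity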
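Assay system: stable mammalian line carrying autodegrading MDM2–luciferase fusion reporter; amount: 2000 cells seeded into each well; buffer or medium: DMEM; benchmarks: plate control and blank wells; signal: luciferase luminescence; timing: 2 h compound exposure at 37 °C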
EBV gp42 block = Epstein-Barr virus gp42 inhibitors, primary screen, biochemical, uHTS, fluorescence polarization; Glycoprotein 42 (Epstein-Barr virus (strain AG876)), Q1HVG2; 220,000 compounds, 0.42% hits; inhibition, % (tested at 21.74 µM); Fluorescence polarization binding assay, mP read-out; in the data active = inhibition above about 50%
TNF necrop inh = inhibitors of TNF-alpha triggered necroptosis, primary screen, cell-based, Jurkat FADD-/-, single concentration. Jurkat FADD-/- TNF necroptosis rescue, ATP luminescence, 24 h; 0 = TNF only, 100 = no-TNF cells. activation (protection from cell death), % at 10 µM. 220,000 compounds, 0.068% hits. AID 463075, 2010;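 active = activation, meaning protection from cell death, of at least 50% relative to plate controls; inactive = activation below 50%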;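 also: necroptosis triggered by 40 ng/mL TNF-alpha added together with compound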
CHOP inh = inhibitors of CHOP promoter induction, primary screen, cell-based, unfolded protein response, luciferase reporter | CHO-K1 CHOP-promoter luciferase, tunicamycin-induced, 15-18 h | 220,000 compounds, 3.8% hits | inhibition, % at 10 µM;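 active = compounds that reduced the stress-induced luciferase reporter signal by more than about 70% of percent inhibition, limit read from the data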;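 also: 0% = tunicamycin plus vehicle and 100% = wells without tunicamycin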
p47phox inh = p47phox/p22phox peptide binding inhibitors, primary screen, biochemical, uHTS, NADPH oxidase regulatory subunit; Neutrophil cytosol factor 1 (Homo sapiens), P14598; 220,000 compounds, 0.53% hits; inhibition, % at 24.7 µM; fluorescence polarization, 2 h;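 active = inhibition above about 30%, limit read from the data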;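 also: 0% = p47phox with labelled peptide and 100% = labelled peptide alone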
Target sequence (P14598 whole entry, looked up): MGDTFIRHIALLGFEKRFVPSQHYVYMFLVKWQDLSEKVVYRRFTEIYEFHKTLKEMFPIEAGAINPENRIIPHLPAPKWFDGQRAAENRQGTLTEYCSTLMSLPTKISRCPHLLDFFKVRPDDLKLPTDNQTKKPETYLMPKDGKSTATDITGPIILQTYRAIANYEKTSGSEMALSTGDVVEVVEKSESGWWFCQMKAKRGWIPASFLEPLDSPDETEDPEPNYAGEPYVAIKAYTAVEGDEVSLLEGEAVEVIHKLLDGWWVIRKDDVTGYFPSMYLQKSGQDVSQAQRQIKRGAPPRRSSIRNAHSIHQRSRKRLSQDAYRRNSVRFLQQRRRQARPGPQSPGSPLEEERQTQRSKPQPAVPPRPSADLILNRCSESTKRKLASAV
PPC-1+TRAIL kill = compounds killing PPC-1 cancer cells with TRAIL present, primary screen, TRAIL potentiator project, ATPLite luminescence, uHTS; PPC-1 cells + TRAIL, ATPLite viability luminescence; cell killing (% activity), % at 4 µM; 220,000 compounds, 0.41% hits;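 active = cell killing above 50% in the first pass at 4 µM, then a duplicate retest at 5 µM averaging 50% or more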;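 also: plate controls were cells with TRAIL plus DMSO for no effect and medium-only wells lacking cells for full effect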
* marks the source's active call; other numbers are inactive results; x = not tested or not shown.

SMILES	TRPML3 agonist	Runt-SMMHC FRET	zfTRPN1 agonist	Mdm2 ligase inh	EBV gp42 block	TNF necrop inh	CHOP inh	p47phox inh	PPC-1+TRAIL kill
O=C(Cc1ccccc1)NCC(=O)N/N=C/c1ccc(Cl)cc1	0.4	-1.2	-1.3	-6.0	-3.6	-0.3	-6.9	3.7	-9.4
COc1ccc(OC)c(C2C(C(C)=O)=C(O)C(=O)N2c2ccc(O)cc2)c1 (configuration not stated)	0.7	-0.7	2.5	-10.6	-6.0	-3.6	27.7	-10.6	19.5
O=[N+]([O-])c1cccc(/C([O-])=C(/C(=S)Nc2ccccc2F)[n+]2ccccc2)c1	0.6	-3.7	0.9	0.3	1.8	-0.8	18.4	x	-10.3
CC(C)CCN1CCN(Cc2ccc(C(F)(F)F)cc2)CC1CCO (configuration not stated)	0.0	-0.9	2.1	9.5	-6.8	3.5	6.6	-49.6	-9.1
CC(N=c1ccccn1C(=O)Nc1ccc(Cl)cc1)c1ccco1 (configuration not stated)	1.4	-4.2	5.9	-11.5	-17.2	2.8	69.6	-0.9	11.4
c1ccc(CCNc2nc3ccccc3s2)cc1	-0.7	-2.5	-1.0	-18.1	-7.2	5.2	-12.1	0.4	-6.2
O=C(CSc1ccc(-c2ccc(F)cc2)nn1)Nc1ccc2c(c1)OCCO2	0.5	-3.4	-0.5	-14.5	-0.7	1.2	8.4	-13.9	-23.8
O=[N+]([O-])c1ccc(N/N=C/c2cn(Cc3ccc(F)cc3)c3ccccc23)nc1	0.0	-9.1	1.1	-12.3	-46.2	1.0	12.2	9.1	3.5
CN(C)S(=O)(=O)c1ccc(C(=O)Nc2nc(-c3cc4ccccc4o3)cs2)cc1	1.6	-1.1	-0.3	-11.0	4.4	-9.9	44.7	1.3	24.6
COc1ccccc1-n1cc(C(=O)NCC(=O)N2CCN(Cc3ccccc3)CC2)c2ccccc2c1=O	0.5	0.1	-1.3	-19.5	-6.1	2.0	8.7	-3.4	27.1
O=C(NCc1cccnc1)C1CCN(S(=O)(=O)c2cccs2)CC1	1.6	0.1	1.0	-35.4	-13.0	-0.1	8.8	-6.3	-3.3
COc1cccc2cc(/C(=N/O)c3ccc(Br)cc3)oc12	-0.1	-1.9	-2.3	-10.8	3.2	0.4	105.7*	-3.6	7.1
S=C(c1ccc(N2CCOCC2)cc1)N1CCCCC1	1.0	-0.4	-0.9	-9.5	1.2	-0.3	23.1	-13.7	3.4
O=C1CC(c2ccco2)CC(O)=C1C=NCCN1CCN(C2CC(=O)N(c3ccccc3)C2=O)CC1 (configuration not stated)	-0.6	-3.6	0.3	-4.4	-20.5	-0.3	40.0	-8.7	-19.6
Cc1ccccc1NC(=S)N(C)Cc1cccs1	0.7	-2.1	-0.8	-12.2	-1.5	-0.7	36.7	-7.2	42.8
Nc1nnc(SC2CCCC2)s1	0.5	5.3	0.9	-2.9	2.4	0.4	-27.9	-3.3	14.9
CC1(C)CC(NC(=O)CCc2nnc(CCCCc3ccccc3)o2)CCO1 (configuration not stated)	0.7	-2.0	0.0	-7.1	10.8	-0.5	-0.3	-8.9	9.7
CCCn1c(=O)c2ccccc2n2c(SCCOc3ccc(C)cc3)nnc12	0.3	1.8	-0.8	-4.2	-26.8	1.3	38.8	-4.3	12.8
COc1ccccc1NC(=O)/C(C#N)=C/c1cc([N+](=O)[O-])ccc1N1CCCC1	-0.1	-274.2	0.8	-9.3	160.8*	-2.1	-22.9	-51.5	4.4
COc1ccc(Cn2nnc3c(=O)[nH]c(C4CCCN(C(=O)c5ccccc5)C4)nc32)cc1 (configuration not stated)	0.7	2.5	-0.1	2.7	1.4	-0.1	-5.8	-3.8	-12.9
COc1ccccc1NC(=O)Cn1nnc(-c2ccccc2NC(=O)c2cccs2)n1	0.4	0.2	3.5	-10.7	-4.0	-0.7	28.1	0.6	-9.6
O=C(Nc1nc(-c2cc(F)ccc2F)cs1)c1ccccn1	0.8	2.5	0.0	-16.8	-17.8	0.3	-35.6	-19.8	16.5
Cc1cc(C)cc(N(CC(=O)NC2CCCCC2)C(=O)c2ccc(C)s2)c1	-0.1	2.0	-1.7	-6.5	10.1	-3.7	7.8	-6.6	1.0
CCOc1ccc(N2C(=O)CC(NCCc3ccc(S(N)(=O)=O)cc3)C2=O)cc1 (configuration not stated)	-0.2	2.2	0.8	1.6	0.3	-2.7	25.5	-2.5	-12.1
O=C(NCc1ccc2c(c1)OCO2)c1ccc(-n2cnnn2)cc1	1.0	-1.8	0.3	-4.9	-24.8	0.7	-25.2	3.8	14.2
COc1nc(N)c(C#N)c(-c2ccc(N(C)CCC#N)cc2)c1C#N	5.1	11.8	13.0	-15.0	-11.7	-14.0	3.9	-18.8	6.5
O=C(Cc1c[nH]c2ccccc12)NC1(C(=O)NC2CCCCC2)CCCCC1	0.5	-4.7	0.8	7.6	-4.3	1.6	10.0	-11.8	1.0
CSc1ncccc1C(=O)N1CCCC(C(=O)c2ccc3ccccc3c2)C1 (configuration not stated)	0.7	1.9	-0.7	-0.8	7.3	1.3	17.0	-7.4	8.1
Cc1cccc(C(=O)OC(C)CN2CCOCC2)c1 (configuration not stated)	1.0	-2.5	1.0	-9.1	-0.7	2.2	7.5	-0.5	4.9
Cc1cc(C(=O)CN2C(=O)NC3(CCC(C)CC3)C2=O)c(C)n1C (configuration not stated)	0.5	-32.5	-0.7	-3.9	-11.1	-1.1	7.2	-4.5	11.7
CCN(CCNC(=O)CCCn1nc(C)n2c(cc3sccc32)c1=O)c1ccccc1	-0.6	0.1	-0.8	-7.3	-21.7	-2.5	-0.5	-4.0	-14.5
CCOc1cc(C)nc(NCc2ccccc2)n1	-0.9	1.8	-1.5	-24.2	-10.7	-1.7	-25.7	2.0	7.0
CCOc1ccc(NC(=O)CSc2nnc(-c3ccccn3)n2C)cc1	-0.3	3.5	3.4	-19.6	-22.6	-2.1	-17.6	3.2	13.4
Cc1ccc(C)c(NC(=O)c2ncn[nH]2)c1	-0.2	0.5	-0.4	-9.2	-31.9	-0.6	-19.5	-2.6	23.1
CCOC(=O)c1c(-c2ccc(OC)cc2)csc1NC(=O)COc1ccc2c(C)cc(=O)oc2c1	0.4	-5.0	2.5	-19.9	-23.6	-2.8	9.3	4.1	28.6
COc1ccc(CCN2C(=O)c3ccccc3C2(O)c2ncc[nH]2)cc1OC (configuration not stated)	0.3	-2.5	-0.3	11.2	-19.3	-0.3	-17.9	-14.7	-2.0
Cc1ccc(Sc2c(C(=O)Nc3ccc(F)cc3F)c(C(F)(F)F)nn2C)cc1	-0.3	3.1	-0.6	-10.9	-11.5	-2.4	17.7	-11.3	10.7
O=C(c1ccco1)N1CCN(C(=O)C(c2ccccc2)c2ccccc2)CC1	0.1	5.7	0.5	-5.2	-5.2	-0.6	-7.3	-8.2	24.1
CCOC(=O)c1[nH]c2ccccc2c1NC(=O)C1CCCCC1	-0.4	-5.8	1.1	-26.7	2.1	-0.9	-12.3	-12.2	23.5
CC(=O)c1cn(CC(=O)Nc2ccc(C)c(C)c2)c2ccccc12	1.4	2.4	1.5	-15.5	-8.1	1.5	19.0	-11.3	8.9
Cc1cccc(NC(=O)COc2ccc(/C=N\n3cnnc3)cc2)c1	-0.2	6.4	0.0	-4.2	-3.7	2.2	1.4	-4.9	18.7
COC(=O)c1ccc2c(c1)N(Cc1nc(-c3cccc(C)c3)oc1C)C(=O)C1CCCN21 (configuration not stated)	0.6	-2.5	0.4	-0.9	-35.9	-4.4	53.3	-127.9	-3.5
Cc1nnc(NC(=O)C2COc3ccccc3O2)s1 (configuration not stated)	0.5	0.0	-0.5	1.0	2.5	38.4	-10.4	-11.8	-1.7
O=C(NC1CCCCCCC1)c1ccccc1-c1ccccc1	-1.4	1.1	-2.2	0.2	9.6	0.7	36.5	4.3	6.2
CC1=C(C(=O)Nc2ccc(C)cc2)C(c2ccco2)NC(=O)N1 (configuration not stated)	0.8	4.2	1.8	-2.3	-16.8	-1.0	-13.0	-6.7	5.7
Cc1nn(-c2ccccc2)c(N)c1Sc1cccc([N+](=O)[O-])c1	0.1	2.3	3.2	-5.5	2.0	1.6	11.1	-6.6	14.7
O=[N+]([O-])c1ccc(COc2ccccc2/C=N/O)cc1	-1.2	-2.1	-1.3	-14.2	6.3	0.4	-47.6	-4.9	16.9
CCCC(=O)NC(=S)Nc1sc2c(c1C(N)=O)CCC2	0.2	-2.6	-0.2	5.7	-2.0	1.8	2.9	-14.0	20.3
COc1ccc(C2NC(c3ccc(OC)cc3)C([N+](=O)[O-])C(C)(C)C2[N+](=O)[O-])cc1 (configuration not stated)	0.2	-3.0	1.4	16.5	-8.6	2.3	19.7	-8.9	-8.5
CCc1nnc(NS(=O)(=O)c2ccc(N/C=C\C(=O)c3ccc(F)cc3)cc2)s1	0.8	24.4	0.0	-2.1	7.3	-0.9	-5.9	-9.9	4.5

Reprinted from the results shown, 6 compounds:
SMILES	TRPML3 agonist	Runt-SMMHC FRET	zfTRPN1 agonist	Mdm2 ligase inh	EBV gp42 block	TNF necrop inh	CHOP inh	p47phox inh	PPC-1+TRAIL kill
Cc1nnc(NC(=O)C2COc3ccccc3O2)s1 (configuration not stated)	0.5	0.0	-0.5	1.0	2.5	38.4	-10.4	-11.8	-1.7
O=C(NC1CCCCCCC1)c1ccccc1-c1ccccc1	-1.4	1.1	-2.2	0.2	9.6	0.7	36.5	4.3	6.2
CC1=C(C(=O)Nc2ccc(C)cc2)C(c2ccco2)NC(=O)N1 (configuration not stated)	0.8	4.2	1.8	-2.3	-16.8	-1.0	-13.0	-6.7	5.7
Cc1nn(-c2ccccc2)c(N)c1Sc1cccc([N+](=O)[O-])c1	0.1	2.3	3.2	-5.5	2.0	1.6	11.1	-6.6	14.7
O=[N+]([O-])c1ccc(COc2ccccc2/C=N/O)cc1	-1.2	-2.1	-1.3	-14.2	6.3	0.4	-47.6	-4.9	16.9
CCCC(=O)NC(=S)Nc1sc2c(c1C(N)=O)CCC2	0.2	-2.6	-0.2	5.7	-2.0	1.8	2.9	-14.0	20.3
